From PubChem BioAssay
Rac1 mut GTP – GTP binding modulators of activated mutant Rac1, primary screen, biochemical, bead-based flow cytometry, multiplex, fluorescent GTP; GST-Rac1 activated beads; actives lie on both sides; 100% means binding = to untreated wells; percent activity (GTP binding), % at 10 µM; 0.11% of 190,000 active;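 active means GTP binding at least 20 percentage points away from the 100% baseline, in either direction, so actives lie on both sides; inconclusive means Compound likely fluorescent itself, or too few beads counted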
Bcl-B Bim block – inhibitors of Bim-Bcl-B binding, primary screen, biochemical, multiplexed, human Bcl-2 family; 0.073% of 190,000 active; bead-based flow cytometry, Bim peptide-Bcl-B binding; Bcl-2-like protein 10 (Homo sapiens), Q9HD36; inhibition, % at 10 µM;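 further: 0% = tracer peptide without compound and 100% = reference inhibitor peptide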
Target sequence (Q9HD36 whole entry, looked up): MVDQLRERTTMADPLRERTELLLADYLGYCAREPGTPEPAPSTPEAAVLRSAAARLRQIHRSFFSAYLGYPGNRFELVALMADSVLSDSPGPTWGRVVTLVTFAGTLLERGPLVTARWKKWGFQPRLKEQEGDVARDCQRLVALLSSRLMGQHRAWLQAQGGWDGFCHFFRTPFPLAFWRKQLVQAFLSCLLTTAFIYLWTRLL
Bim-Bcl-XL – inhibitors of Bim-Bcl-XL binding, primary screen, biochemical, multiplexed, bead flow cytometry, human Bcl-XL; Bim peptide-Bcl-XL binding, fluorescence; 0.04% of 190,000 active; AID 1007, 2008; inhibition, % at 10 µM
Bfl-1 Bim block – inhibitors of Bim binding to Bfl-1, primary screen, biochemical, multiplexed, bead-based flow cytometry; inhibition, % at 10 µM; Bcl-2-related protein A1 (Homo sapiens), Q16548; Bim-Bfl-1 binding inhibition; AID 1008, 2008; 0.12% of 190,000 active;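 further: 0% = wells without compound plus tracer and 100% = blocker peptide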
Bim-Bcl-W – inhibitors of Bim binding to Bcl-W, primary screen, biochemical, multiplexed, bead-based flow cytometry; Bcl-2-like protein 2 (Homo sapiens), Q92843; Bim peptide-Bcl-W binding; inhibition, % at 10 µM; 0.02% of 190,000 active; AID 952, 2007;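 further: 0% = bound tracer without compound and 100% = peptide blocker; higher means less fluorescent Bim peptide bound to Bcl-W beads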
Target sequence (Q92843 whole entry, looked up): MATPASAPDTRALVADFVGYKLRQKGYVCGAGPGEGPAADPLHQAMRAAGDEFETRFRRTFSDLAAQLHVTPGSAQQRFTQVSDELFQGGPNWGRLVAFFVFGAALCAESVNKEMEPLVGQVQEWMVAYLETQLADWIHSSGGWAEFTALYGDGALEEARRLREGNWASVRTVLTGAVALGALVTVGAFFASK
Rac1 wt modul – wildtype Rac1 GTP binding modulators, primary screen, biochemical, GST-Rac1 beads, flow cytometry, multiplex. Ras-related C3 botulinum toxin substrate 1 (Homo sapiens), P63000. fluorescent GTP binding; actives lie on both sides; 0 = cold GTP competed, 100 = untreated. GTP binding activity (% of control), % at 10 µM. 0.27% of 190,000 active. AID 757, 2007;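 active means GTP binding activity at least 20 points away from the 100% control level, either lower or higher; inconclusive means compound flagged as likely green fluorescent, judged across all proteins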
Rab7 wt GTP bind – modulators of GTP binding to Rab7, primary screen, biochemical, wildtype, multiplex bead flow cytometry | Rab7 GTPase wild type (dog), Bodipy-FL-GTP binding | GST-Rab7 beads, fluorescent GTP binding; actives lie on both sides; untreated = 100%, excess cold GTP = 0% | GTP binding activity (percent of control), % at 10 µM | 0.055% of 190,000 active | AID 758, 2007;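 active means fluorescent GTP binding to Rab7 beads changed by at least 20 points from the 100% baseline, either direction, mostly lower; inconclusive means compound itself probably fluorescent, or too few beads counted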;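 further: median green fluorescence of bound Bodipy-FL-GTP per Rab7 bead population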
Cdc42 wt GTP – modulators of GTP binding to wildtype Cdc42, primary screen, biochemical, multiplex bead flow cytometry, Bodipy-GTP; Cell division control protein 42 homolog (Homo sapiens), P60953; AID 761, 2007; percent activity (GTP binding), % at 10 µM; 0.2% of 190,000 active; GST-Cdc42 beads; actives lie on both sides;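 active means percent activity GTP binding at least 20 points away from the 100% baseline, either down as inhibitor or up as activator; inconclusive means compound flagged as likely green fluorescent from well-wide comparison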;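 further: median bead fluorescence of bound Bodipy-FL-GTP at 100 nM; 0% = excess unlabeled GTP control and 100% = no compound control; below 100% means less GTP binding so inhibitor and above means activator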
Bim-Bcl-2 – inhibitors of Bim-Bcl-2 binding, primary screen, biochemical, multiplexed, human Bcl-2 family; AID 950, 2007; inhibition, % at 10 µM; Bead-based flow cytometry, Bim peptide-Bcl-2 binding; 0.06% of 190,000 active; in the data active means inhibition above about 40%; inconclusive means no clear call, values can overlap the other calls;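 further: 0% = no compound wells with probe peptide and 100% = reference peptide inhibitor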
Target sequence (P10415 whole entry, looked up): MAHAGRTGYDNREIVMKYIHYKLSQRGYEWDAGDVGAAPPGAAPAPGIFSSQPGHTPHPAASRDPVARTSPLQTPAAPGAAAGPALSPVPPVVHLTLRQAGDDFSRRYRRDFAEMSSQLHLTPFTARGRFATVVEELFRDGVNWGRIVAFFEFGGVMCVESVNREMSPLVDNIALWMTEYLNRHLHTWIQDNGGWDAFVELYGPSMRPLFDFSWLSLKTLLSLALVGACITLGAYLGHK
HRas wt GTP bind – modulators of GTP binding to HRas wildtype, primary screen, biochemical, bead-based flow cytometry, multiplex; GTPase HRas (Homo sapiens), P01112; GST-Ras wt beads, Bodipy-FL-GTP binding; actives lie on both sides; GTP binding activity, % at 10 µM; 0.14% of 190,000 active;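 active means GTP binding activity at least 20% away from the 100% baseline, either lowered as inhibitor or raised as activator; inconclusive means flagged as likely green fluorescent, judged across all proteins in the well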;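 further: 0% = unlabeled GTP competition control and 100% = no-compound control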
Target sequence (P01112 whole entry, looked up): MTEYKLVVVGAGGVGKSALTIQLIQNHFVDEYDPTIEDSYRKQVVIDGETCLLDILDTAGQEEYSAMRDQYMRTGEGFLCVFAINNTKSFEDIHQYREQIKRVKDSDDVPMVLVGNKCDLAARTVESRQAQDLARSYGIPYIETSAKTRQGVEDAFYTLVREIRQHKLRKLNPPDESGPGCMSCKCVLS
Rab2A wt mod – modulators of GTP binding to Rab2A wildtype, primary screen, biochemical, dog, bead-based flow cytometry, multiplex; GST-Rab2 wt beads, Bodipy-GTP binding; GTP binding activity, % at 10 µM; 0.19% of 190,000 active;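 active means GTP binding activity at least 20 points away from 100%, either lowered or raised; inconclusive means signal likely due to the compound's own green fluorescence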;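 further: 0% = beads with excess unlabeled GTP and 100% = no-compound control corrected for plate trend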
The depositor's hits bear a star; ? = inconclusive. Unless noted, no stated cut-off is given here; in the data, active means inhibition above about 40%. Compounds were not picked by outcome. About 0.62% of those tested had a hit in this group.

Below each SMILES – Rac1 mut GTP, Bcl-B Bim block, Bim-Bcl-XL, Bfl-1 Bim block, Bim-Bcl-W, Rac1 wt modul, Rab7 wt GTP bind, Cdc42 wt GTP, Bim-Bcl-2, HRas wt GTP bind, Rab2A wt mod
1	CCOC(=O)C(CC)/C(C)=N/NC(=O)c1ccc([N+](=O)[O-])cc1 (stereo not given)
 : 100, -7, -27, -14, 0, 108, 106, 107, -9, 107, 108
2	COC(=O)CSc1nc2cc(Cl)ccc2c(=O)n1C1CCCC1
 : 92, -1, 0, -5, 0, 89, 90, 79*, -4, 80, 80
3	Cn1nc(-c2ccc(N3CCOCC3)c(NS(=O)(=O)c3ccccc3)c2)c2ccccc2c1=O
 : 98, -10, -5, -17, 0, 109, 98, 104, -5, 103, 99
4	CC(=O)Nc1ccc(S(=O)(=O)N(C)c2ccc(O)cc2)cc1
 : 100, -7, -3, -11, 0, 102, 96, 100, -2, 99, 99
5	COc1ccc(C2NC(Cc3ccccc3)(C(=O)O)C3C(=O)N(c4ccccc4OC)C(=O)C23)cc1 (stereo not given)
 : 94, 0, -3, -3, -2, 104, 103, 103, -3, 96, 103
6	CC(=O)N1CCc2cc(S(=O)(=O)CCC(=O)N3CCN(C(=O)c4ccco4)CC3)ccc21
 : 99, 0, 1, 2, 4, 102, 101, 100, 3, 102, 97
7	CCC(CC)C(=O)Nc1ccc(Sc2ccc([N+](=O)[O-])cc2)cc1
 : 96, -7, -5, -5, -1, 97, 98, 95, -7, 97, 98
8	CN(C)S(=O)(=O)N(CC(=O)NCCSCc1ccc(Cl)cc1)c1ccccc1
 : 94, -6, -4, -5, -6, 95, 98, 96, -4, 96, 96
9	CC1Cc2ccccc2N1C(=S)NC(=O)c1cccc(Br)c1 (stereo not given)
 : 98, -14, -22, -1, -20, 99, 98, 97, -6, 100, 96
10	COc1ccc(CNC(=O)CSc2nnc(-c3ccc(NC(C)=O)cc3)n2C)cc1
 : 94, -3, -4, 0, -3, 98, 97, 99, 0, 99, 99
11	COc1cc2c(cc1OC)/C(=C/c1ccc(Cl)cc1)C(=O)OC2
 : 98, -4, -6, -1, -2, 106, 105, 100, -1, 101, 98
12	CN1C(=S)SC(N2OC3C(=O)N(c4ccccc4)C(=O)C3C2c2ccc(Cl)cc2)C1(C)C (stereo not given)
 : 93, 6, 0, 9, 1, 93, 97, 92, 4, 93, 93
13	Cc1ccc(C(C)NC(=O)c2cc(C)oc2C)cc1 (stereo not given)
 : 96, -1, -1, 0, 0, 99, 104, 97, 2, 99, 100
14	Cc1ccc(CNC(=O)c2cccc(S(C)(=O)=O)c2)cc1
 : 99, -6, -2, -9, 1, 100, 98, 102, -6, 101, 100
15	COc1ccc(/C=C/C(=O)OCc2csc(-c3ccccc3)n2)cc1OC
 : 87, -13, -6, -13, -6, 84, 88, 84, -11, 86, 82
16	c1coc(C2Nc3ccccc3C3OCCC23)c1 (stereo not given)
 : 95, 0, -1, 0, 3, 94, 97, 97, -1, 96, 94
17	CC1(C)Cc2c(sc(/N=C/N3CCCCC3)c2C#N)C(C)(C)N1
 : 96, -12, 4, -13, -4, 97, 96, 99, -10, 98, 96
18	COc1ccc(-c2csc(NC(=O)C3CCCO3)n2)cc1 (stereo not given)
 : 97, -11, -16, -9, 3, 101, 92, 100, -11, 97, 97
19	COc1ccc2[nH]c(=O)c(CN(Cc3ccc(C)cc3)Cc3nnnn3CC3CCCO3)cc2c1 (stereo not given)
 : 100, 0, -2, -2, -2, 102, 98, 105, -3, 102, 101
20	Cc1nn(-c2ccccc2)c(C)c1/C=N/NC(=O)CSc1nnc(SCc2ccc(Cl)cc2)s1
 : 97, -6, -11, -4, -4, 101, 96, 100, -6, 98, 98
21	O=C(c1ccco1)[C@@H]1[C@@H]2C(=O)N(c3ccc(F)cc3)C(=O)[C@@H]2C2c3ccccc3C=CN21 (stereo not given in full)
 : 97, -11, -12, -17, -2, 100, 98, 100, -11, 97, 99
22	CCCn1c(SCC(=O)OCC)nc(C(F)(F)F)cc1=O
 : 101, -2, 0, -1, -1, 105, 101, 103, -3, 102, 101
23	CC(C)(OC(=O)NC(=O)C(F)(F)F)C(C)(C)OC(=O)NC(=O)C(F)(F)F
 : 99, -2, 1, -1, 2, 99, 106, 98, 4, 100, 102
24	CC(=O)Nc1cccc(S(=O)(=O)N2CCCCCC2)c1
 : 95, 1, 0, -1, -1, 96, 99, 97, 0, 98, 97
25	O=C(NCc1ccccn1)c1ccc(Cn2cc(C(F)(F)F)ccc2=O)cc1
 : 96, -7, 0, -7, 0, 97, 91, 95, -1, 96, 97
26	COc1ccc(/C=N/NC(=O)CCCC(=O)NC2CCCCC2)cc1
 : ?, 2, 0, 0, 1, ?, ?, ?, 1, ?, ?
27	COc1ccc(N2CSC3=C(C#N)C(c4cc(OC)c(OC)cc4OC)CC(=O)N3C2)c(OC)c1 (stereo not given)
 : 100, -20, -3, 24, 6, 108, 101, 104, 1, 103, 104
28	CCOc1ccc2c(C)c(Cl)c(=O)oc2c1
 : 98, -5, -3, -9, 8, 110, 99, 104, -4, 100, 100
29	COc1ccc(CCNC(=O)CCNS(=O)(=O)c2ccc3c(c2)CCN3C(C)=O)cc1OC
 : 100, -8, -5, -18, -3, 108, 99, 104, -8, 102, 102
30	CCCOc1ccc(N2C(=O)CC(SC(=NCC)NCC)C2=O)cc1 (stereo not given)
 : 100, -12, 0, 8, 3, 100, 97, 97, 3, 96, 96

(listing goes on)
item	SMILES	Rac1 mut GTP	Bcl-B Bim block	Bim-Bcl-XL	Bfl-1 Bim block	Bim-Bcl-W	Rac1 wt modul	Rab7 wt GTP bind	Cdc42 wt GTP	Bim-Bcl-2	HRas wt GTP bind	Rab2A wt mod
31	CCOC(=O)C1CCN(C(=O)CN(C)S(=O)(=O)c2cc(C)ccc2OC)CC1	99	-7	3	-9	-1	104	103	103	-3	101	102
32	COc1ccc(C)cc1Nc1nc(-c2c[nH]c3ccccc23)cs1	101	12	-2	2	0	108	101	104	0	103	100
33	CCCCSc1ccc(NC(=O)c2cccnc2)cc1	100	-2	-3	-2	-1	99	97	102	1	102	103
34	CC(C)(C)NC(=O)Cn1nnc(-c2ccccc2NC(=O)c2cnccn2)n1	97	1	0	1	0	99	101	99	1	99	100
35	CCOC(=O)c1c(/N=C/c2cc(OC)cc([N+](=O)[O-])c2O)sc(C)c1C	93	-10	-7	-9	-2	94	95	95	0	97	94
36	O=S(=O)(c1cccc(-c2nc3n(n2)Cc2ccccc2-3)c1)N1CCCCC1	?	-2	-1	-11	2	?	?	?	-4	?	?
37	COc1ccccc1NC(=O)CN1CCCCC1	98	-1	-6	-1	-1	106	96	104	1	102	98
38	COc1ccc(C(=O)O/N=C(\N)Cc2ccc(Cl)cc2Cl)cc1OC	99	0	-2	1	0	99	100	95	0	97	98
39	O=C(CSc1nnc(C2COc3ccccc3O2)o1)Nc1ccc(F)cc1Cl (stereo not given)	91	-2	0	-6	-2	94	98	97	-3	95	95
40	COc1cc(C(=O)Nc2nnc(CC(C)(C)C)s2)c([N+](=O)[O-])cc1OC	98	-3	-2	0	-1	99	98	100	0	98	96
41	Cc1[nH]c2ccc(Br)cc2c(=O)c1CN1CCOCC1	100	-1	-1	-7	-2	105	95	101	-6	99	97

Copied from above: compounds 2 to 6
item	SMILES	Rac1 mut GTP	Bcl-B Bim block	Bim-Bcl-XL	Bfl-1 Bim block	Bim-Bcl-W	Rac1 wt modul	Rab7 wt GTP bind	Cdc42 wt GTP	Bim-Bcl-2	HRas wt GTP bind	Rab2A wt mod
2	COC(=O)CSc1nc2cc(Cl)ccc2c(=O)n1C1CCCC1	92	-1	0	-5	0	89	90	79*	-4	80	80
3	Cn1nc(-c2ccc(N3CCOCC3)c(NS(=O)(=O)c3ccccc3)c2)c2ccccc2c1=O	98	-10	-5	-17	0	109	98	104	-5	103	99
4	CC(=O)Nc1ccc(S(=O)(=O)N(C)c2ccc(O)cc2)cc1	100	-7	-3	-11	0	102	96	100	-2	99	99
5	COc1ccc(C2NC(Cc3ccccc3)(C(=O)O)C3C(=O)N(c4ccccc4OC)C(=O)C23)cc1 (stereo not given)	94	0	-3	-3	-2	104	103	103	-3	96	103
6	CC(=O)N1CCc2cc(S(=O)(=O)CCC(=O)N3CCN(C(=O)c4ccco4)CC3)ccc21	99	0	1	2	4	102	101	100	3	102	97
